Screens from PubChem BioAssay.
GCN5L2 inh: qHTS Assay for Inhibitors of GCN5L2; Histone acetyltransferase KAT2A (Homo sapiens), Q92830; AID 504327, 2011; Potency, µM (highest dose often 58.9 µM), inactives show at the highest dose activity change, negative = inhibition, most hits filed as inhibitors; 390,000 tested, 0.21% active; GCN5L2 HAT assay, ThioGlo1 CoA-SH fluorescence
Target sequence (Q92830 whole entry, looked up): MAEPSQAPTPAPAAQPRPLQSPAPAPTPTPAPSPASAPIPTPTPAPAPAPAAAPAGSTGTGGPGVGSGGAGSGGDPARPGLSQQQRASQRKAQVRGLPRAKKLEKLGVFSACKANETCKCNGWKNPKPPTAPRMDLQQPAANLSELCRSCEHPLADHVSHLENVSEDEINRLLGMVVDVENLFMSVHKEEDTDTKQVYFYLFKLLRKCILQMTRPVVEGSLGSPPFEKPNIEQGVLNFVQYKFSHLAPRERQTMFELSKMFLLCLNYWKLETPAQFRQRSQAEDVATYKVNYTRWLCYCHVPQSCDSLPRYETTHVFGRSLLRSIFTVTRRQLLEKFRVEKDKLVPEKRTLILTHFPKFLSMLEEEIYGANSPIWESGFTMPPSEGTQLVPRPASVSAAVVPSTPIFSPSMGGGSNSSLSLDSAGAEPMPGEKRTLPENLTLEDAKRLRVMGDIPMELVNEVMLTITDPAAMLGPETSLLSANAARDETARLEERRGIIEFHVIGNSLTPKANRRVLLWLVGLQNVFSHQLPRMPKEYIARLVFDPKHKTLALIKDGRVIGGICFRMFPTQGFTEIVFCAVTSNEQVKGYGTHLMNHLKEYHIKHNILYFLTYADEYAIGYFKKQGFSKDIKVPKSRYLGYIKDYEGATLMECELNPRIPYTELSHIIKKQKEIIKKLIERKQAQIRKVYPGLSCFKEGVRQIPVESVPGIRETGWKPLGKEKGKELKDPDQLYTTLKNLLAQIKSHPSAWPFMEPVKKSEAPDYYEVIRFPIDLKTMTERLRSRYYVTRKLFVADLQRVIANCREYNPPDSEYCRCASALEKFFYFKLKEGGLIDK
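Preincubate 20nM GCN5L2 with compound 15 min, RT → add 50uM ThioGlo1 + 75uM H3(1-25) + 70uM acetyl-CoA → read fluorescence 0 and 20 min. Primary qHTS; fluorescent artifacts likely.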
N370S GC: qHTS Assay for Inhibitors and Activators of N370S glucocerebrosidase as a Potential Chaperone Treatment of Gaucher Disease. Lysosomal acid glucosylceramidase (Homo sapiens), P04062. 330,000 tested, 0.092% active. Potency, µM (doses to about 59.4 µM), for the others: at the highest dose activity change, negative = inhibition, actives largely listed as inhibitors. N370S GC spleen homogenate, 4MU-glucoside fluorescence;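 note: 0% = full enzyme activity and -100% = no enzyme basal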
FEN1 inhibitor: qHTS Assay for the Inhibitors of Human Flap endonuclease 1 (FEN1) | P39748 | Recombinant FEN1 flap cleavage, fluorescence, 15 min | Potency, µM (doses to about 114 µM), without a hit: at the top dose activity change, negative = inhibition, most hits filed as inhibitors | 390,000 tested, 0.35% active | AID 588795, 2011; note: nearly all actives have a fitted effect of over 65% in size
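Concentration–response screening of FEN1 (10 nM): 15 min compound preincubation at room temperature, reaction started with 50 nM substrate and read at 0 and 15 min. Corrected, normalized data were fitted by a four-parameter Hill equation.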
* hit, by the source's call; ? = inconclusive; / = not tested or not shown; & = joins results of further samples. Calls come from the whole dose curve; as a rule, active = well fitted curve in the direction sought with a large enough effect; inconclusive = small, poorly fitted or top-dose-only effect, or another doubt; inactive = no such curve, though single readings can be large; an effect the other way counts as inactive or inconclusive. Unless noted, % is set by controls: 0 for no effect and ±100 for the full control effect; potency is the fitted concentration of half-maximal effect. A portion of the library (hit frequency here may not be typical).

The opening 3 entries as a preview:
1	COc1ccc2[nH]c(=O)c(CN(Cc3ccccc3OC)Cc3nnnn3CC3CCCO3)cc2c1 (stereo not drawn)
2	O=C(CSc1nnc(CNC(=O)c2ccc(F)cc2)o1)Nc1ccc2c(c1)OCO2
3	CCOCCCn1c(SCC(=O)Nc2cccc(OC)c2)nc2ccccc2c1=O
compound no.	1	2	3
GCN5L2 inh	-2.7%	-16.3%	-5.6%&-2.9%
FEN1 inhibitor	8.6%	5.9%	-1.4%&2.1%
N370S GC	-17.7%	-6.4%	?

The whole of this part, from the start:
1	COc1ccc2[nH]c(=O)c(CN(Cc3ccccc3OC)Cc3nnnn3CC3CCCO3)cc2c1 (stereo not drawn)
2	O=C(CSc1nnc(CNC(=O)c2ccc(F)cc2)o1)Nc1ccc2c(c1)OCO2
3	CCOCCCn1c(SCC(=O)Nc2cccc(OC)c2)nc2ccccc2c1=O
4	Cc1ccc(OCC(=O)NN2C(=O)c3ccccc3C2=O)cc1
5	CN1CC2([N+](=O)[O-])CC=C(Oc3ccccc3)C([N+](=O)[O-])(C1)C2 (stereo not drawn)
compound no.	1	2	3	4	5
GCN5L2 inh	-2.7%	-16.3%	-5.6%&-2.9%	-12.2%	/
FEN1 inhibitor	8.6%	5.9%	-1.4%&2.1%	3.3%	8.2%
N370S GC	-17.7%	-6.4%	?	14.8%	9.4%

6	Cc1cc(Cl)ccc1NC(=O)C(=O)N/N=C/c1ccc2c(c1)OCO2
7	CCOC(=O)c1cnc(-n2nc(C)cc2C)nc1-n1nc(C)cc1C
8	CCOc1ccc(Cn2c(SCCCCC#N)nc3c2c(=O)n(C)c(=O)n3C)cc1OCC
9	COC(=O)c1ccc(CN2CCN(CCc3ccccc3)C(CCO)C2)cc1 (stereo not drawn)
10	CSc1nc(N(CCO)CCO)c2sc3nc(-c4ccco4)c4c(c3c2n1)CCC4
compound no.	6	7	8	9	10
GCN5L2 inh	0.0%	-1.9%	2.4%	9.4%	?
FEN1 inhibitor	-10.7%	-3.3%	?	-5.6%	?
N370S GC	-1.0%	5.1%	2.4%	-9.3%	10.9%

An excerpt from above in order of the GCN5L2 inh value, falling.
entry | compound | GCN5L2 inh
9 | COC(=O)c1ccc(CN2CCN(CCc3ccccc3)C(CCO)C2)cc1 (stereo not drawn) | 9.4%
8 | CCOc1ccc(Cn2c(SCCCCC#N)nc3c2c(=O)n(C)c(=O)n3C)cc1OCC | 2.4%
6 | Cc1cc(Cl)ccc1NC(=O)C(=O)N/N=C/c1ccc2c(c1)OCO2 | 0.0%

New compounds follow
11	CCOC(=O)c1nnn(-c2nonc2N)c1-c1ccccc1Cl
12	CC(C)n1c(Nc2ccccc2)nc2ccccc21
13	Cc1ccc(-n2c(C)cc(C(=O)OCC(=O)N(CC(C)C)C3CCS(=O)(=O)C3)c2C)cc1 (stereo not drawn)
14	CCOc1cccc(-c2c(C(=O)N/N=C/c3sccc3C)nnn2-c2nonc2N)c1
15	Cc1cccc(-n2ncc(C(=O)NCc3ccccn3)c2C2CCN(C(=O)OC(C)(C)C)CC2)c1
compound no.	11	12	13	14	15
GCN5L2 inh	-5.6%	-3.5%	0.6%	-6.8%	3.5%
FEN1 inhibitor	2.8%	-6.9%	13.6%	-22.9%	-1.2%
N370S GC	4.5%	-3.3%	5.4%	-11.0%	/

16	CCOC(=O)N1CCN(Cc2nc(N)nc(Nc3ccc(Oc4ccccc4)cc3)n2)CC1
17	COc1cc2c(C(=O)NCc3ccc4c(c3)OCO4)cn(CC(C)C)c(=O)c2cc1OC
18	Cc1ccc(NC(=O)NC2CC(=O)N(c3ccc4c(c3)OCCO4)C2)cc1 (stereo not drawn)
19	COc1ccc(Cl)cc1NC(=O)N1CCC(CN2CCCCCC2)CC1
20	Cc1ccc(-c2nnn3c2nc(NCCc2ccc(Cl)cc2)c2ccccc23)cc1
compound no.	16	17	18	19	20
GCN5L2 inh	-11.5%	0.6%	-5.6%	-6.2%	-1.7%
FEN1 inhibitor	7.7%	1.6%	-0.7%	-1.0%	-4.9%
N370S GC	-13.4%	-1.2%	-14.2%	/	/

21	CCOc1ccccc1NC(=O)C12CC3CC(C1)CC(c1ccc(C)cc1)(C3)C2
22	Cc1ccc(N2CC(C(=O)Nc3ccc(S(=O)(=O)N4CCCC4)cc3)CC2=O)cc1 (stereo not drawn)
23	O=C(COc1ccc(-c2ccccc2)cc1)N1CCN(C(=O)c2cccs2)CC1
24	CC(=O)C(Cc1ccc(Cl)nc1)(Cc1ccc(Cl)nc1)C(C)=O
25	C/C=C(\C)C(=O)NCCN1C2=NC[C@H](Cc3ccccc3)N2C[C@H]1Cc1ccc(O)cc1
compound no.	21	22	23	24	25
GCN5L2 inh	-7.0%	-24.7%	-0.1%	-1.7%	2.0%
FEN1 inhibitor	-2.2%	-10.8%	-9.0%	-0.3%	7.9%
N370S GC	25.7%	-4.8%	-2.1%	-7.3%	9.1%

26	O=C(c1ccc(-c2cccc(Cl)c2Cl)o1)N1CCOCC1
27	CCOc1cccc(C2/C(=C(/O)c3ccc4c(c3)CC(C)O4)C(=O)C(=O)N2CCCn2ccnc2)c1 (stereo not drawn)
28	Cc1ccc2c(c1)NC(=O)[C@@]1(C)[C@@H](c3ccccc3)[C@H]3COc4ccc(Cl)cc4[C@@H]3N1C2=O
29	C[C@H](NC(=O)[C@@H]1Cc2ccccc2CN1)C(=O)NCC1CCCO1 (stereo partly drawn)
30	O=S1(=O)C=C(Oc2ccc3ccccc3c2)c2ccccc21
compound no.	26	27	28	29	30
GCN5L2 inh	-5.9%	-4.0%	-6.5%	-3.2%	-15.1%
FEN1 inhibitor	-11.1%	16.0%	-7.9%	-4.2%	-3.8%
N370S GC	-3.8%	-6.9%	/	-2.0%	10.9%

31	CC(C)n1ncc2c(C(=O)NCc3cccnc3)cc(C3CC3)nc21
32	CCc1cc2c(SCc3ccc(C(=O)OC)o3)ncnc2s1
33	O=c1cc(NS(=O)(=O)c2ccccc2)nc(SCc2c(Cl)cccc2Cl)[nH]1
34	COCCn1c(SCC(=O)c2ccc(CNC(C)=O)o2)nc2ccccc2c1=O
35	Cc1ccnc2nc(NC(=O)c3ccco3)nn12
compound no.	31	32	33	34	35
GCN5L2 inh	-8.5%	-7.6%	2.4%	-8.4%	-4.5%
FEN1 inhibitor	16.1%	-2.1%	-3.7%	-11.4%	7.6%
N370S GC	-28.6%	18.1%	-14.8%	-6.9%	3.3%

36	CN(C)c1ccc(/C=N/NC(=O)C(O)c2ccc(Br)cc2)cc1 (stereo not drawn)
37	O=C1C=C(c2ccccc2)OC(=O)C1C(=O)c1ccccc1 (stereo not drawn)
38	COc1ccc(-c2nc(CS(=O)CC(=O)NC3CCCC3)c(C)o2)cc1OC (stereo not drawn)
39	CN(C)C(=O)CN1CCN(Cc2nc(CC3CC3)no2)CC1
40	CN(CC(=O)N1CCCC1)S(=O)(=O)c1cc(Cl)ccc1Cl
compound no.	36	37	38	39	40
GCN5L2 inh	-3.6%	-6.8%&-0.6%	-9.6%	-7.6%	2.3%
FEN1 inhibitor	9.8%	-5.3%	-8.7%	10.9%	-4.7%
N370S GC	-26.0%	2.8%&1.8%	17.3%	-1.3%	-2.0%

41	CN(C)S(=O)(=O)c1cc(C(=O)NCC2CCCO2)c(Cl)cc1Cl (stereo not drawn)
42	Cc1cccc(N(CC(=O)NC2CCCC2)C(=O)CCC(=O)Nc2nc(C)cs2)c1
43	CCOc1ccc(C2=CC(=O)C[C@H](c3ccc(OC)cc3)C2)cc1
44	CC(=O)c1cc2c(cc1NC(=O)CSc1ccc(S(=O)(=O)N(C)C)cn1)OCO2
45	O=C(O)CC12CC3CC(C1)CC(n1ncc(NCc4ccco4)c(Cl)c1=O)(C3)C2
compound no.	41	42	43	44	45
GCN5L2 inh	-5.3%	-3.3%	-6.6%	-6.2%	-8.9%
FEN1 inhibitor	-13.0%	-4.7%	-20.9%	3.6%	-1.2%
N370S GC	-3.9%	-6.5%	/	/	0.0%

46	CC(C)c1ccc(OCC(=O)Nc2cc(-c3ccccc3)no2)cc1
47	S=C(NCCc1ccccc1)Nc1ccc(N2CCCCC2)cc1
48	CCCOc1ccc(C(CC(=O)O)NC(=O)CC(c2ccccc2)c2ccccc2)cc1 (stereo not drawn)
49	COc1ccc(C#Cc2c(-c3ccccc3)n(C)c3ccccc23)cc1
50	O=C(N/C=N/OCc1cccc(C(F)(F)F)c1)N1OC[C@@H]2COc3ccc4ccccc4c3[C@@H]21
compound no.	46	47	48	49	50
GCN5L2 inh	-16.3%	-21.6%	1.4%	-14.1%	-3.3%
FEN1 inhibitor	0.8%	-11.5%	-0.6%	6.5%	-14.2%
N370S GC	/	-1.6%	6.7%	/	-6.7%

Sorted by SMILES length (low to high): part of the list above
47	S=C(NCCc1ccccc1)Nc1ccc(N2CCCCC2)cc1
46	CC(C)c1ccc(OCC(=O)Nc2cc(-c3ccccc3)no2)cc1
45	O=C(O)CC12CC3CC(C1)CC(n1ncc(NCc4ccco4)c(Cl)c1=O)(C3)C2
compound no.	47	46	45
GCN5L2 inh	-21.6%	-16.3%	-8.9%
FEN1 inhibitor	-11.5%	0.8%	-1.2%
N370S GC	-1.6%	/	0.0%

(list continues)
51	CCOC(=O)[C@@H]1[C@H]2COc3cc(OC)ccc3[C@@H]2N2C(=O)N(c3ccccc3)C(=O)[C@]12C
52	COc1cccc(CNC(=O)CSc2c3c(nc4cc(Cl)ccc24)CCCC3)c1
53	Cc1cccc(-c2noc(-c3cccnc3NCc3ccccc3Cl)n2)c1
54	COc1cc(/C=C/c2ccc3cccc([N+](=O)[O-])c3n2)ccc1OCC#N
55	O=C(CNc1ccc2c(c1)OCO2)N/N=C\c1cn(Cc2ccc(F)cc2)c2ccccc12
compound no.	51	52	53	54	55
GCN5L2 inh	?	-0.6%	-22.7%	-6.8%	-7.6%
FEN1 inhibitor	-19.4%	4.0%	-7.3%	6.6%	/
N370S GC	/	/	/	-2.5%	8.1%

56	CCOc1ccc(CC(=O)Nc2sc(Cc3ccccc3)c(C)c2C(N)=O)cc1OCC
57	CCOc1cc(C(=O)Nc2ccc(N3CCOCC3)cc2)cc(Br)c1OC
58	CCOc1ccc2oc(C(=O)OCC(=O)NC(=O)NC)c(C)c2c1
59	CCc1ccc(C2CC(c3ccccc3)n3ncnc3N2)cc1 (stereo not drawn)
60	O=C(NCCC1CCCCN1S(=O)(=O)c1ccc(Cl)cc1)C(=O)NCc1ccncc1 (stereo not drawn)
compound no.	56	57	58	59	60
GCN5L2 inh	0.0%	-4.3%	-5.6%	-10.1%	1.5%
FEN1 inhibitor	3.7%	-0.8%	3.7%	-12.3%	-2.9%
N370S GC	2.5%	0.4%	-3.0%	-2.4%	-4.7%

61	CCNc1nc2c(c(=O)[nH]c(=O)n2C)n1CC(O)COc1ccc(Cl)cc1Cl (stereo not drawn)
62	Cc1ccc(Cl)cc1N(C)C(=O)c1sc2nc3n(c(=O)c2c1C)CCCC3
63	COc1ccc(-c2noc(N3CCC(C(=O)N(C)c4ccccc4C)CC3)n2)cc1
64	O=C(Cc1cc(=O)[nH][nH]1)N/N=C/C=C/c1ccccc1
65	O=C1CCc2cc(S(=O)(=O)N3CCCCC3)cc3c2N1CCC3
compound no.	61	62	63	64	65
GCN5L2 inh	-4.8%	-9.3%	-12.4%	-12.2%&-8.1%	-3.6%
FEN1 inhibitor	-13.2%	-0.4%	-26.8%	?	4.9%
N370S GC	/	/	-1.2%	1.3%&20.6%	-15.3%

66	COc1cc(/C=C2/C(=O)c3cccc([N+](=O)[O-])c3C2=O)c(Br)cc1O
67	CN(N=O)C(=O)N[C@H]1C(O)OC(CO)[C@@H](O)[C@H]1O (stereo partly drawn)
68	CCOC(=O)c1ccccc1NC(=O)NC(C)c1c(-n2cccc2)sc(C)c1C (stereo not drawn)
69	COc1ccc(OCC(=O)Nc2cccc(NC(=O)c3ccco3)c2)cc1
70	CC1(C)OC(=O)C(=CNc2cccc(O)c2)C(=O)O1
71	CN(CCCNC(=O)c1cc2c(=O)[nH]c3ccccc3c2n1C)Cc1ccccc1
72	CCOc1ccc(NC(=O)CN(C)S(=O)(=O)c2ccc3[nH]c4c(c3c2)CCCC4)cc1
compound no.	66	67	68	69	70	71	72
GCN5L2 inh	?	-25.5%	-5.9%	1.6%	17.4%	-6.5%	-13.0%
FEN1 inhibitor	?	/	17.2%	-1.2%	-16.0%	5.7%	-14.7%
N370S GC	-12.5%	3.0%	/	2.3%	1.0%	-8.4%	/
